Screens (PubChem)
Caspase-1 inhib: allosteric or competitive inhibitors of human caspase-1; P29466; AID 900; hit rate 0.03% among 75,000; Potency, µM (series often up to 57.5 µM), for inactives: top-dose activity change, negative = inhibition, actives largely listed as inhibitors; Caspase-1 enzyme, Ac-WEHD-AFC fluorogenic rate;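 also: potency is read from the fitted curve at half-maximal effect; plate controls were vehicle for no effect and no substrate for full effect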
Casp7 inh: blocks human caspase-7 allosterically or competitively; Potency, µM (highest dose often 57.5 µM), for inactives: at the highest dose activity change, negative = inhibition, hits mostly inhibitors; recombinant caspase-7, Ac-DEVD-AFC fluorescence rate; P55210; AID 889; hit rate 0.02% among 75,000; active = well fitted inhibition curve with a large enough effect in the main read-out, with a control signal flat, not every such curve was filed as active; inconclusive = small, poorly fitted or top-dose-only effect, or a change in a side signal; also: potency is read from the fitted curve at half-maximal effect; % of control where 0% means no effect
BRCT inh red: inhibitors of human BRCA1 BRCT-phosphoprotein interaction (red fluorophore); P38398; BRCT-phosphopeptide binding, red fluorescence polarization; Potency, µM (doses to about 76.9 µM), inactives show top-dose activity change, negative = inhibition, hits mostly inhibitors; hit rate 0.03% among 75,000; also: % is scaled to controls: 0 for no effect and ±100 for the full control effect
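Rhodamine-labelled pBACH1 10-mer (100 nM) bound to BRCT domain (100 nM) at pH 7.3; compounds incubated 12 min room temperature, polarization read. Free peptide defines full inhibition; unlabelled decapeptide titrated as control.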
HEK293 cAMP ctrl: raises cAMP in parental HEK293 cells, TSHR agonist counter-screen; parental HEK293 CNG cAMP sensor, membrane potential fluorescence; Potency, µM (highest dose often 57.1 µM), for the others: top-dose activation, actives largely listed as activators; hit rate 2.5% among 73,000; also: potency is read from the fitted curve at half-maximal effect; % of control where 0% means no effect; nearly all actives have a fitted effect of over 55% in size
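Parental HEK 293 cells stably expressing a modified CNG channel (no TSHR) report cAMP rise as membrane depolarization. Membrane potential dye with 100 uM RO 20-1724 was loaded for 60 min at room temperature, then compound added for 30 min; fluorescence read at 590 nm.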
USP2a inh: USP2a (human) protease inhibition; USP2a enzymatic assay, qHTS inhibition; Potency, µM (highest dose often 38.3 µM), for inactives: at the top dose activity change, negative = inhibition, most hits filed as inhibitors; hit rate 0.1% among 60,000; AID 927;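 also: potency is read from the fitted curve at half-maximal effect; nearly all actives have a fitted effect of over 60% in size; plate controls were DMSO for no effect and NEM full inhibition control for full effect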
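USP2 core (20 nM final) was preincubated with compound for 30 min at RT in 20 mM Tris-HCl pH 8.0, 2 mM CaCl2, 2 mM beta-mercaptoethanol; Ub-PLA2 (20 nM) plus NBD C6-HPC (20 uM) then added, fluorescence read after 2.5 h.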
4-MU autofl: compounds fluorescent in 4-MU spectral region. compound autofluorescence, 340/450 nm, 4-MU equivalents; hits give high values. max dye-equivalent concentration, M. hit rate 11% among 59,000. AID 589; in the data active = max dye-equivalent concentration above about 10 nM; inconclusive = mostly about 1.1 nM to 9.6 nM
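Intrinsic fluorescence at 340/450 nm (ex/em) was read after 15 min at room temperature in pH 8.0, 100 mM Tris. Each compound concentration expressed as 4-MU-equivalent concentration from a six-point 4-MU standard series on each plate.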
BRCT PPI green: inhibitors of human BRCA1 BRCT-phosphoprotein interaction (green fluorophore) | P38398 | BRCA1 BRCT-phosphopeptide binding, green fluorescence polarization | Potency, µM (doses to about 76.9 µM), inactives show top-dose activity change, negative = inhibition, most hits filed as inhibitors | hit rate 0.05% among 75,000 | AID 875;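 also: potency is read from the fitted curve at half-maximal effect; plate controls were peptide without protein for full effect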
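Fluorescence polarization: His-tagged BRCT (~35 kDa BRCA1 C-terminus, 250 nM) bound to 100 nM fluorescein-labeled phosphorylated 10-aa BACH1 peptide, pH 7.3 phosphate buffer with DTT and Tween 20. Compounds incubated 12 min at room temperature; inhibition read as lowered polarization.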
Rhodamine autofl: compound fluoresces in the rhodamine spectral region; Rhodamine-region fluorescence, 547/598 nm, Tris buffer; hits give high values; max dye-equivalent concentration, M; hit rate 0.05% among 59,000; AID 594; in the data active = max dye-equivalent concentration above about 11 nM; inconclusive = between about 1.1 nM and that limit
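Compounds in 100 mM Tris buffer, pH 8.0, were incubated 15 min at room temperature, then read at 547 nm excitation and 598 nm emission. Fluorescence was normalized against a per-plate six-point rhodamine standard curve as dye-equivalent concentration.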
Texas Red fluor: compounds fluorescent in Texas Red spectral region | Compound fluorescence, Texas Red channel, 547/618 nm; hits give high values | max dye-equivalent concentration, M | hit rate 0.06% among 59,000 | AID 587; in the data active = max dye-equivalent concentration above about 10 nM; inconclusive = between about 1.1 nM and that limit
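Fluorescence at ex 547/em 618 nm, normalized against an on-plate Texas Red standard series to give dye-equivalent concentration per compound concentration. Buffer 100 mM Tris, pH 8.0; 15 min RT incubation before CCD imaging.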
A350 autofl: A350 region autofluorescence. Compound autofluorescence, 340/450 nm, Alexa 350 dye-equivalents; hits give high values. max dye-equivalent concentration, M. hit rate 11% among 59,000. AID 590; in the data active = max dye-equivalent concentration above about 10 nM; inconclusive = mostly about 1.1 nM to 9.6 nM
Fluorescein autfl: compound fluoresces in the fluorescein spectral region; Compound autofluorescence, 480/540 nm, fluorescein-equivalent; hits give high values; max fluorescein-equivalent concentration, M; hit rate 0.91% among 59,000; AID 593; in the data active = max fluorescein-equivalent concentration above about 10 nM; inconclusive = between about 1.1 nM and that limit
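Spectral profiling of library compounds in the fluorescein window (480 nm excitation, 540 nm emission) after 15 min at room temperature in pH 8.0 Tris (100 mM). Values are dye-equivalent concentrations.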
* hit, by the source's call; i = inactive; ? = inconclusive; . = not tested or not shown; [ ] = another dose, or the depositor's remark. Unless noted, calls follow the shape of the dose curve; as a rule, active = well fitted curve in the direction sought with a large enough effect; inconclusive = small, poorly fitted or top-dose-only effect, or another doubt; inactive = no such curve, though single readings can be large; an effect the other way counts as inactive or inconclusive.

Structure,Caspase-1 inhib,Casp7 inh,BRCT inh red,HEK293 cAMP ctrl,USP2a inh,4-MU autofl,BRCT PPI green,Rhodamine autofl,Texas Red fluor,A350 autofl,Fluorescein autfl
O=C(CN1CCN(C(c2ccccc2)c2ccccc2)CC1)NC(=O)NCc1ccco1,-7%,-13%,1.2%,19%,25%,i,4.1%,i,?,i,i
Cc1nnc(NC(=O)CCCCCN2C(=O)C3C4C=CC(C4)C3C2=O)s1 (stereo unspecified),-1%,0%,-0.2%,?,.,.,-1.2%,.,.,.,.
CCC1CCCCN1C(=O)CSc1nc2c([nH]c3ccccc32)c(=O)n1C (stereo unspecified),1%,-3%,-0.9%,32µM*,25%,i,-2.8%,i,i,i,i
CC1=C(C(=O)Nc2ccccc2C)C(c2ccccc2)NC(=O)N1 (stereo unspecified),-2%,-12%,0.6%,6%,.,.,-1.1%,.,.,.,.
O=C1OCCC1Sc1nc2ccccc2n1-c1ccccc1 (stereo unspecified),-7%,-3%,1.4%,10%,8%,i,-1.1%,i,i,i,?
Cc1[nH]c2ccc(C(=O)OCCN(C)C)cc2c1C,-2%,-1%,1.2%,-2%,-5%,i,-1.9%,i,i,i,i
c1ccc(Cn2nnc3c(Nc4ccc5c(c4)OCO5)nc(C4CC4)nc32)cc1,-5%,0%,-0.9%,2%,25%,2.9e-07M*,-1.2%,i,?,2.7e-07M*,i
COC(=O)c1cc(COc2ccc3c4c(c(=O)oc3c2)CCCC4)c(C)o1,-4%,-2%,-1.0%,14%[11.4 µM],0%[7.66 µM],.,-0.3%,.,.,.,.

Complete entries as entered above. Screens in order: Caspase-1 inhib	Casp7 inh	BRCT inh red	HEK293 cAMP ctrl	USP2a inh	4-MU autofl	BRCT PPI green	Rhodamine autofl	Texas Red fluor	A350 autofl	Fluorescein autfl
COC(=O)c1cc(COc2ccc3c4c(c(=O)oc3c2)CCCC4)c(C)o1 is listed with -4%	-2%	-1.0%	14%[11.4 µM]	0%[7.66 µM]	.	-0.3%	.	.	.	.
O=C(CN1CCN(C(c2ccccc2)c2ccccc2)CC1)NC(=O)NCc1ccco1 is listed with -7%	-13%	1.2%	19%	25%	i	4.1%	i	?	i	i

Next entries:
Structure,Caspase-1 inhib,Casp7 inh,BRCT inh red,HEK293 cAMP ctrl,USP2a inh,4-MU autofl,BRCT PPI green,Rhodamine autofl,Texas Red fluor,A350 autofl,Fluorescein autfl
S=c1oc(-c2ccncc2)nn1CCc1ccncc1,3%,0%,-2.9%,4%,4%,i,1.4%,i,?,i,?
N=c1sccn1CC(=O)NCCc1ccc(Cl)cc1,-1%,2%,-1.3%,9%,-4%,i,-0.1%,i,i,i,i
COc1ccc(NC(=O)CSc2nnc(CNc3ccc(F)cc3)o2)c(OC)c1,-2%,-1%,0.1%,-14%,-11%,i,-7.0%,i,?,i,?
O=C(CN1CCN(c2nc(-c3ccccc3)cs2)CC1)NCc1ccc2c(c1)OCO2,-4%,-5%,-0.2%,?,7%,i,1.1%,i,i,i,i
O=C(O)[C@@H]1CS[C@@]2(CCCN(Cc3ccccc3)C2)N1,0%[11.5 µM],0%[11.5 µM],-1.2%[15.4 µM],-4%[11.4 µM],.,i,-0.8%[15.4 µM],i,i,i,i
CCOC(=O)N1CCN(C(=O)c2ccc(NC(=O)c3ccc(C)cc3)cc2)CC1,0%,-1%,-1.3%,-2%,22%,i,-1.6%,i,i,i,i
CCCCC(OC(=O)c1cc2occc2n1C)C(=O)NCC1CCCO1 (stereo unspecified),-2%,-12%[0.00368 µM],0.4%,15%,-13%,i,5.3%,i,i,?,?
CCOC(=O)CSc1nnnn1-c1cc(OC)ccc1OC,3%,5%,-0.2%,23%,36%[activator],i,0.6%,i,?,i,i
Cc1n[nH]c(=O)nc1NCc1ccco1,-1%,1%,0.6%,-3%,.,i,-2.2%,i,i,i,i
CCOc1ccc(C(=O)N(CN2CCCC2=O)c2ccc(C)cc2)cc1,-1%,-1%,-0.6%,19%,0%,i,2.6%,i,?,i,?
COc1ccc(S(=O)(=O)NCCC(C)C)cc1OC,0%,0%,0.5%,6%,5%,i,1.1%,i,i,i,?
CC(=NCc1ccc2c(c1)OCO2)C1=C(O)c2ccccc2C1=O,-5%,-9%,0.3%,27%,9%,i,3.0%,i,i,i,?
CC(=O)OC1CC2C(C)(C)C(=O)CC[C@]2(C)C2CC[C@@]3(C)C(c4ccoc4)OC(=O)C4OC43[C@]12C (stereo partly specified),-2%,-3%,-0.2%,.,42%[activator],.,-0.1%,.,.,.,.
CCOc1cc(C)nc(NCCc2ccc(OC)c(OC)c2)n1,2%,2%,0.1%,10%,56%[activator],i,1.9%,i,i,i,i
C=CCOc1nc2c(c(=O)n(C)c(=O)n2C)n1C,-1%,2%,0.1%,3%[11.4 µM],2%[7.66 µM],.,-0.2%,.,.,.,.
c1ccc(COc2ccc(Oc3nc(N4CCCCC4)nc(N4CCOCC4)n3)nn2)cc1,0%,-4%,0.0%,0%,26%,i,1.4%,i,i,i,?
CCCCn1c(=O)c(-c2ccccc2)c(O)c2ccccc21,2%,0%,-3.7%,11%,-22%,i,1.0%,i,i,i,i
CC1(C(=O)NC2CCCC2)CCC(=O)N1Cc1cccs1 (stereo unspecified),-1%,1%,-1.0%,-1%,4%,i,-5.7%,i,i,i,?
O=C(NCC1CCCO1)c1sc(=S)n2c1[nH]c(=O)c1ccc(C(=O)N3CCCCC3)cc12 (stereo unspecified),-14%,-3%,-18%,-5%,2µM*,i,-6.2%,i,i,i,i
CC(=O)C1=C(O)C(=O)N(Cc2ccco2)C1c1ccc(F)cc1 (stereo unspecified),-1%,0%,0.2%,15%,-9%,i,-2.4%,i,i,i,i
CCOC(=O)CON1C(=O)C(C)(C)N(OCC(=O)OCC)C(=O)C1(C)C,-1%,-1%,-1.1%,-9%[11.4 µM],5%[7.66 µM],.,-0.8%,.,.,.,.
CC(C)c1ccc(NC(=O)c2csnn2)cc1,0%,-2%,1.9%,-14%,-2%,i,-1.3%,i,i,i,?
COc1ccccc1OCC(=O)Sc1ccc(C)cc1,-2%,-1%,0.1%,-14%,8%,.,-0.3%,.,.,.,.
NCC1O[C@@H](O[C@@H]2C(O)[C@H](O[C@H]3OC(CO)C(O)C(N)C3O)[C@@H](N)C[C@H]2N)C(N)C(O)C1O (stereo partly specified),-1%,1%,-0.8%,.,-12%,.,-0.6%[3.08 µM],.,.,.,.
Cc1ccc2nc3c(c(N)c2c1)CCN3c1ccccc1,-6%,-6%,0.3%,-63%[inhibitor],0%,7.4e-07M*,0.6%,i,?,5.9e-07M*,i
CCOc1nc(-c2ccc(OC)cc2)ccc1-c1noc(-c2cccnc2)n1,-2%,-3%,1.3%,0%,2%,1.4e-08M*,0.9%,i,i,1.3e-08M*,?
CCCCOc1ccccc1NC(=O)CC1SC(=NCC)N(CC)C1=O (stereo unspecified),2%,2%,-0.9%,24%[11.4 µM],-2%[7.66 µM],.,-1.7%,.,.,.,.
COc1ccc(NC(=O)CCN2C(=O)C3CC=C(Cl)CC3C2=O)cc1 (stereo unspecified),-1%,0%,0.6%,0%,3%,.,-2.5%,.,.,.,.
COc1ccccc1NC(=O)CCN1CCN(CCC(=O)Nc2ccccc2OC)CC1,-3%,0%,0.5%,-1%,-4%,?,-2.0%,i,i,?,i
CCCn1c(C)cc(C(=O)COc2ncnc3sccc23)c1C,-1%,-3%,-0.8%,5%,25%,i,0.7%,i,i,?,i
C=C1C([C@@]2(C)C(OC(C)=O)CC(=O)O[C@@](C)(COC(C)=O)C2CC(=O)OC)C(OC=O)C(OC(=O)C(O)C(C)CC)[C@]2(C)C(c3ccoc3)CC(=O)C12O (stereo partly specified),0%,0%,0.6%,.,40%[activator],.,-2.8%[3.08 µM],.,.,.,.
CCC(Sc1nc(-c2ccccc2)cc(=O)[nH]1)C(=O)O (stereo unspecified),-4%,1%,-0.9%,9%,-5%,.,-2.3%,.,.,.,.
COc1ccc(N2CCCn3c2nc2c3c(=O)n(Cc3ccc(F)cc3)c(=O)n2C)c(OC)c1,0%,1%,1.9%,13%,7%,4.5e-08M*,-0.5%,i,?,5e-08M*,i
CCOC(=O)c1cc(NC(=O)c2cc(C)on2)cc(C(=O)OCC)c1,2%,1%,1.5%,5%,13%,i,-3.3%,i,i,i,?
O=S(=O)(NCCNC/C=C\c1ccc(Br)cc1)c1cccc2cnccc12,0%,1%,-2.4%,17%,21%,i,-1.3%,i,i,i,?
COc1ccc(N(CC(=O)NCCSc2ccccn2)S(C)(=O)=O)cc1Cl,1%,2%,-2.0%,-7%,2%,.,-1.3%,.,.,.,.
CCOc1ccccc1NC(=O)C1CCCN(S(=O)(=O)c2cccc3nsnc23)C1 (stereo unspecified),0%,0%,-0.7%,6%,20%,i,9.8%,i,i,i,?
CCOC(=O)CNC(=O)c1nn(-c2cccc(OC)c2)c(=O)c2ccccc12,1%,-1%,-1.9%,10%,-11%,i,-0.3%,i,i,i,i
COC(=O)c1[nH]c2ccc(C)cc2c1NS(=O)(=O)c1ccc(F)cc1,-3%,1%,0.8%,10%,-7%,?,0.8%,i,i,?,?
CC(=O)N1CCN(C(=O)CCc2nc3sc4c(c3c(=O)[nH]2)CCCC4)CC1,2%,-2%,2.2%,-9%,7%,1.6e-08M*,0.9%,i,?,2.2e-08M*,?

Not all compounds are listed; the hit share may differ from the screen's.
